Source: PubChem BioAssay (several laboratories)
procasp3 activ: activators of human procaspase-3 D3A mutant, primary screen, biochemical, absorbance, PC-3 D3A mutant, single concentration; activation, % at 8.5 µM; recombinant procaspase-3 D3A, Ac-DEVD-pNA absorbance 405 nm; Caspase-3 (Homo sapiens), P42574; hit rate 0.11% among 330,000; AID 463141, 2010;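 active = activation above the mean of all tested compounds plus 3 SD, cut at about 21% in these data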;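 note: 0% = DMSO alone and 100% = DMSO wells spiked with extra 5 µM PC-3 D3A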
Target sequence (P42574 whole entry D9A/D28A/D175A): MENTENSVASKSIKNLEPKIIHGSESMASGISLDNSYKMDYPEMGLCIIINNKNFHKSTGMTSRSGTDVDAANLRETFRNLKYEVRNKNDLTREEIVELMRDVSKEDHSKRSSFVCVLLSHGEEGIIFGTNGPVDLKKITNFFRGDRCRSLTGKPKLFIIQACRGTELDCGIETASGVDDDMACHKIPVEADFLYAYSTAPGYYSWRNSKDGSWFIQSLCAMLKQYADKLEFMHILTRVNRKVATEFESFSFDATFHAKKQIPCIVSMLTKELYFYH
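Test system: Procaspase-3 D3A mutant; medium: Zinc-free HEPES/NaCl buffer with 0.01% Triton X-100 at pH 7.4; reagent: DEVD-pNA substrate; doses: one concentration, 8.5 µM nominal, 0.8% DMSO; times: 1 h preincubation plus 2 h reaction at 25 °C; signal: Epi-absorbance at 405 nm of released p-nitroaniline, 0 and 120 min; replicates: singlicate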
MEP2-GFP yeast: modulators of MEP2-GFP levels in yeast, primary screen, S. cerevisiae, multiplex flow cytometry, MLPCN library; AID 2016, 2009; S. cerevisiae MEP2-GFP strain, 3 h; 100% = DMSO control level; hit rate 0.51% among 330,000; GFP response vs DMSO, % at 10 µM;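 active = GFP response versus DMSO above a set limit, roughly screen mean plus 3 SD, cut at about 180% in these data; inconclusive = fewer than 70 cells counted for a yeast strain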;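 note: median GFP fluorescence of the barcode-gated MEP2-GFP cells per well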
AGP1 TOR yeast: modulators of AGP1-GFP expression in yeast TOR pathway, primary screen, cell-based, multiplex flow cytometry, S. cerevisiae, MLPCN library | GFP response vs DMSO, % at 10 µM | hit rate 0.02% among 320,000 | 3 h; GFP as percent of DMSO wells | AID 2066, 2009;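 active = GFP response relative to DMSO above a set limit, near screen average plus 3 SD, cut at about 150% in these data; inconclusive = fewer than 70 cells counted for the yeast strain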;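 note: median GFP channel fluorescence of the gated AGP1 strain per well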
AHR act: AHR activators, primary screen, cell-based, luminescence, luciferase reporter, human. Aryl hydrocarbon receptor (Homo sapiens), P35869. AHR-responsive luciferase reporter cells. activation, % at 5 µM. hit rate 2.5% among 320,000. AID 2796, 2010; in the data active = activation above about 47%;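 note: 0% = vehicle wells and 100% = reference agonist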
LAP4-GFP MLPCN: modulators of LAP4-GFP expression in yeast, primary screen, S. cerevisiae, multiplex flow cytometry, MLPCN library | hit rate 0.34% among 320,000 | 3 h; median GFP as percent of DMSO wells | GFP response vs DMSO, % at 10 µM;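 active = GFP response vs DMSO above a set limit, about the screen mean plus 3 SD, cut at about 150% in these data; inconclusive = under 70 cell events counted for the yeast strain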
RPL19A TOR yeast: RPL19A-GFP expression modulators in yeast, primary screen, cell-based, S. cerevisiae, multiplex flow cytometry, MLPCN | hit rate 0.3% among 330,000 | percent response vs DMSO, % at 10 µM | S. cerevisiae RPL19A-GFP strain, 3 h; stronger effect = lower value | AID 2025, 2009;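 active = percent response vs DMSO below 50%; inconclusive = fewer than 70 events counted for the yeast strain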;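 note: median channel GFP fluorescence of the barcoded RPL19A-GFP strain; ratio of sample median GFP to plate DMSO average so 100% = DMSO; lower means less RPL19A-GFP as with rapamycin TOR inhibition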
proCasp7 act: procaspase-7 activators, primary screen, counter-screen for procaspase-3 activator project, biochemical, absorbance, HTS, human; Caspase-7 (Homo sapiens), P55210; recombinant procaspase-7, Ac-DEVD-pNA absorbance 405 nm; D23A/D198A/D206A triple mutant, cannot self-cleave; scale: DMSO 0, 5 µM enzyme 100; activation, % at 8.5 µM; hit rate 0.093% among 330,000; AID 463210, 2010;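 active = percent activation above the screen-wide mean plus 3 SD, cut at about 25% in these data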
Target sequence (P55210 whole entry D23A/D198A/D206A): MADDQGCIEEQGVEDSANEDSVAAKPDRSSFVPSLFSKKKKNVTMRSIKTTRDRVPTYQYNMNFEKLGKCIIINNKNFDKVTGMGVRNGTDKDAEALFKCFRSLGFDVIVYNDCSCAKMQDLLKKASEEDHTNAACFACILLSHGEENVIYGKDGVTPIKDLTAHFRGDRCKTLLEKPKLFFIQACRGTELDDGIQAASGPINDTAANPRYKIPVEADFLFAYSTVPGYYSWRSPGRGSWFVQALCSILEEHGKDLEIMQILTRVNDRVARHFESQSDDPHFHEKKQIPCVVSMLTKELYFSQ
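signal = Epi-absorbance of released pNA at 405 nm, two timepoints | assay system = Uncleavable procaspase-7 mutant enzyme | reagent = Ac-DEVD-pNA substrate, 400 µM as added | times = 1 h enzyme–compound preincubation and 2 h substrate reaction, both 25 °C | benchmarks = low DMSO alone, high DMSO plus 5 µM PC-7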
CIT2-GFP yeast: modulators of CIT2-GFP expression in yeast, primary screen, S. cerevisiae, GFP fusion, multiplex flow cytometry, MLPCN library. S. cerevisiae CIT2-GFP strain, 3 h; 100 means same as DMSO wells. GFP response vs DMSO, % at 10 µM. hit rate 0.065% among 320,000;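 active = GFP response relative to DMSO above a set limit, near the screen mean plus 3 SD, cut at about 150% in these data; inconclusive = Fewer than 70 cells measured for a yeast strain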;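 note: ratio of well median GFP fluorescence to mean of DMSO wells on the plate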
* marks the source's active call; other numbers are inactive results; ? = inconclusive; . = no result given.

SMILES	procasp3 activ	MEP2-GFP yeast	AGP1 TOR yeast	AHR act	LAP4-GFP MLPCN	RPL19A TOR yeast	proCasp7 act	CIT2-GFP yeast
Cc1cc(CN(C)Cc2c(C(=O)N3CCCCCCC3)nc3ccc(Cl)cn23)n[nH]1	1	94	89	10	74	97	-4	95
O=C(Nc1ccc(N2CCN(C(=O)c3ccccc3F)CC2)cc1)c1ncn[nH]1	-8	100	101	3	90	109	8	99
COC(=O)c1ccc(CS(=O)(=O)c2ccccc2C)o1	2	112	96	-2	104	100	2	106
O=C(CCl)Nc1ccc2c(c1)OCO2	-2	102	104	0	105	99	1	108
O=C(O)CCC(=O)Nc1ccc(C(=O)N2CCCCC2)cc1	9	108	105	-1	100	105	7	111
Cc1ccccc1Cn1cc(NC(=O)c2noc3c2CC(C(C)(C)C)CC3)cn1 (configuration not stated)	-2	102	105	6	103	106	-5	113
CCOC(=O)/C(C#N)=C/C1=C(N2CCCC2)CC(C)(C)OC1	-3	102	97	2	96	.	-13	97
COc1ccc(NC(=O)C2CCCCN2S(=O)(=O)c2ccc(F)cc2)c(OC)c1 (configuration not stated)	1	107	100	6	106	98	3	98
COc1ccccc1NC(=S)NCc1ccccc1	13	111	95	1	96	103	5	99
CN(C)c1ccc(C2N(C(=O)N3CCOCC3)CCN2S(=O)(=O)c2ccccc2)cc1 (configuration not stated)	5	110	107	2	105	102	4	111
O=C(c1ccc(S(=O)(=O)Nc2ccccc2Cl)cc1)N1CCOCC1	1	96	108	1	107	98	-7	91
COc1ccc(NC(=O)CCC(=O)Nc2nnc(C3CCCCC3)s2)c(OC)c1	1	105	100	-1	94	101	3	103
COc1ccccc1OCC(=O)Nc1ccc(-c2nnc(-c3ccco3)o2)cc1	0	105	103	11	105	98	11	102
COCCCNC(=O)CN1C(=O)c2cccc3cccc1c23	-4	107	95	0	82	101	-2	101
O=C(COC(=O)c1cccc(F)c1)NCCC1=CCCCC1	3	94	96	0	101	94	0	92
CN(CCCNC(=O)C1CCN(S(=O)(=O)c2cccc3nsnc23)CC1)Cc1ccccc1	-7	111	110	0	102	102	5	115
Cc1ccccc1OCC1CN(CN2CCOCC2)C(=O)O1 (configuration not stated)	-3	87	85	1	.	90	3	81
Cc1cc(C)cc(OCc2nc(-c3cccnc3)no2)c1	0	104	103	20	111	97	-7	95
COc1ccc2c(CC(=O)OCC(=O)Nc3ccc4c(c3)OCO4)coc2c1	-2	99	96	3	101	95	16	101
O=C(CCN1C(=O)C2C3C=CC(C4CC34)C2C1=O)Oc1ccccc1 (configuration not stated)	3	101	97	0	99	102	5	97
CCOc1ccc2nc(NC(=O)CCn3cccc3)sc2c1	-3	101	98	59*	100	99	-4	91
S=C(NCCc1ccccc1)N1CCN(C2CCCCC2)CC1	6	101	105	0	102	98	-11	103
COc1ccc(OC)c(C2C(C(=O)c3cc4ccccc4o3)=C(O)C(=O)N2c2cc(C)on2)c1 (configuration not stated)	-7	106	100	0	107	102	-19	102
Cc1ccccc1C(=O)NC(C(N)=O)P(=O)(OC(C)C)OC(C)C (configuration not stated)	-7	108	112	-1	130	97	8	103
Cc1cc(NC(=O)CCC(=O)N(c2ccccc2)C(C(=O)NC2CCCC2)c2ccncc2)no1 (configuration not stated)	-5	103	98	-1	96	99	11	94
COc1cccc(/C=C/C(=O)OCC(=O)c2c[nH]c3ccccc23)c1	5	100	102	25	105	97	-9	100
COc1ccc(OC)c(S(=O)(=O)N2CCN(c3ccc(F)cc3)CC2)c1	.	100	106	.	100	105	.	100
O=c1[nH]c(CN2CCN(S(=O)(=O)/C=C/c3ccccc3)CC2)nc2ccccc12	1	115	96	2	94	96	0	102
Cc1cc(OCC(=O)Nc2ccc(CN3CCOCC3)cc2)ccc1Cl	.	95	88	.	69	108	.	98
O=C(c1ccc(NC(=O)C2(c3ccccc3)CCOCC2)cc1)N1CCOCC1	-4	112	105	-1	95	97	-4	98
Cc1cc(Br)c2nc3c(c(C(=O)O)c2c1)CCCCC3	-8	100	99	0	92	97	1	106
COc1cc(NC(=O)COC(=O)c2cc(S(=O)(=O)N3CCOCC3)ccc2F)cc(OC)c1	6	106	106	1	104	105	4	113
COCC(=O)Nc1ccccc1Br	-5	103	109	5	98	106	3	112
COC(=O)c1cc(S(=O)(=O)N2CCCC(C)C2)c[nH]1 (configuration not stated)	10	?	?	3	?	?	1	?
O=C(CCS(=O)(=O)c1ccc(Br)cc1)NCc1cccs1	0	94	97	3	99	99	11	94
COc1ccc2nc(SCC(=O)Nc3ccccc3OC)[nH]c2c1	-2	102	.	4	.	97	4	.
c1csc(-c2nnc(N3CCOCC3)c3ccccc23)c1	-1	105	93	-2	105	97	0	99
CC(=O)c1sc(NCc2ccc(C)cc2)nc1C	0	108	100	1	90	100	-3	87
CN(CC(=O)Nc1cccc(F)c1)C(=O)c1cc(=O)[nH]c2ccccc12	5	100	98	3	100	94	3	91
Cc1cccc(NC(=O)C2CCCN(C(=O)Nc3ccccc3)C2)c1C (configuration not stated)	-1	101	101	-1	100	100	3	96
CCc1cc(=O)oc2cc(C)cc(OCC(=O)NCCCN3CCOCC3)c12	-2	112	97	0	104	98	2	96
COc1ccc(NC(=O)C(c2cc3c(cc2[N+](=O)[O-])OCO3)N(C)Cc2ccccc2)cc1 (configuration not stated)	4	78	94	25	85	104	-5	98
CCOc1cccc2sc(Nc3nc4ccc(NC(C)=O)cc4s3)nc12	-23	103	102	17	99	100	-7	100
CCOC(=O)c1cc(C(=O)Nc2ccc(S(=O)(=O)Nc3ccc(OC)cc3)cc2)nn1C	2	105	97	-2	101	95	11	97
CN(C1CCS(=O)(=O)C1)S(=O)(=O)c1cccs1 (configuration not stated)	-3	102	109	0	101	107	2	111
COC(=O)c1ccccc1NC(=O)CSc1nnnn1C1CCCCC1	3	97	94	8	95	98	0	89
Cc1ccc(NC(=O)c2cc(S(=O)(=O)N3CCOCC3)cn2C)c(C)c1	-4	97	98	1	109	94	12	99
NC(=O)NNC(=S)Nc1cccc2ccccc12	-8	96	103	13	94	104	-12	102
C[C@@H]1CN([C@@H](C)CO)C(=O)c2cccc(NC(=O)C3CCCCC3)c2O[C@@H]1CN(C)Cc1ccc(Cl)c(Cl)c1	0	95	91	0	94	99	6	88
CC(C)(C)N1CC(c2nc3ccccc3n2Cc2ccc(F)cc2)CC1=O (configuration not stated)	-5	108	107	0	101	101	3	106

Single records, as listed above. Screens in order: procasp3 activ | MEP2-GFP yeast | AGP1 TOR yeast | AHR act | LAP4-GFP MLPCN | RPL19A TOR yeast | proCasp7 act | CIT2-GFP yeast
CCOc1cccc2sc(Nc3nc4ccc(NC(C)=O)cc4s3)nc12 across the screens: -23 | 103 | 102 | 17 | 99 | 100 | -7 | 100
Cc1ccc(NC(=O)c2cc(S(=O)(=O)N3CCOCC3)cn2C)c(C)c1 across the screens: -4 | 97 | 98 | 1 | 109 | 94 | 12 | 99

(list continues)
SMILES	procasp3 activ	MEP2-GFP yeast	AGP1 TOR yeast	AHR act	LAP4-GFP MLPCN	RPL19A TOR yeast	proCasp7 act	CIT2-GFP yeast
CC(C)c1nnc(NC(=O)CCS(=O)(=O)c2nc(-c3cccs3)cc(C(F)(F)F)n2)s1	-4	105	99	36	105	106	-4	98
COc1ccc(OC)c(S(=O)(=O)Nc2c(NC3CCCCC3)c3ccccc3oc2=O)c1	5	81	75	-3	?	88	3	90
O=C(NC1(C(F)(F)F)N=C2SCCN2C1=O)c1ccccc1 (configuration not stated)	-1	112	116	-2	96	106	2	113
COCCN1C(=O)N[C@@H](c2cccc(C(F)(F)F)c2)[C@H](C(C)=O)[C@H]1C	0	95	98	-3	141	99	3	117
COCCn1c(=NC(=O)c2cc(-c3cccs3)nc3ccccc23)sc2cc(S(N)(=O)=O)ccc21	44*	99	97	8	93	96	9	95
Cc1cc(C)cc(NC(=S)NN)c1	-6	95	106	23	104	97	-10	95
Cc1ccc(N/C(N)=N/c2nc(CSc3ccccn3)cc(=O)[nH]2)c(C)c1	-3	103	106	8	106	94	11	106
COc1ccc(OC)c(NC(=O)C(=O)/C=C(\O)c2cc(OC)ccc2OC)c1	-4	104	105	22	102	104	-1	103
Cc1ccc(C(=O)Nc2cccc(C(F)(F)F)c2)cc1NC(=O)c1nccn1C	3	93	84	16	123	98	0	95
O=C(CCCOc1ccccc1)N1CCN(c2ccc(F)cc2)CC1	4	91	87	6	99	93	7	83

Compounds above containing fluorine, in the order listed:
SMILES	procasp3 activ	MEP2-GFP yeast	AGP1 TOR yeast	AHR act	LAP4-GFP MLPCN	RPL19A TOR yeast	proCasp7 act	CIT2-GFP yeast
O=C(Nc1ccc(N2CCN(C(=O)c3ccccc3F)CC2)cc1)c1ncn[nH]1	-8	100	101	3	90	109	8	99
COc1ccc(NC(=O)C2CCCCN2S(=O)(=O)c2ccc(F)cc2)c(OC)c1 (configuration not stated)	1	107	100	6	106	98	3	98
O=C(COC(=O)c1cccc(F)c1)NCCC1=CCCCC1	3	94	96	0	101	94	0	92
COc1ccc(OC)c(S(=O)(=O)N2CCN(c3ccc(F)cc3)CC2)c1	.	100	106	.	100	105	.	100
COc1cc(NC(=O)COC(=O)c2cc(S(=O)(=O)N3CCOCC3)ccc2F)cc(OC)c1	6	106	106	1	104	105	4	113
CN(CC(=O)Nc1cccc(F)c1)C(=O)c1cc(=O)[nH]c2ccccc12	5	100	98	3	100	94	3	91
CC(C)(C)N1CC(c2nc3ccccc3n2Cc2ccc(F)cc2)CC1=O (configuration not stated)	-5	108	107	0	101	101	3	106
CC(C)c1nnc(NC(=O)CCS(=O)(=O)c2nc(-c3cccs3)cc(C(F)(F)F)n2)s1	-4	105	99	36	105	106	-4	98
O=C(NC1(C(F)(F)F)N=C2SCCN2C1=O)c1ccccc1 (configuration not stated)	-1	112	116	-2	96	106	2	113
COCCN1C(=O)N[C@@H](c2cccc(C(F)(F)F)c2)[C@H](C(C)=O)[C@H]1C	0	95	98	-3	141	99	3	117
Cc1ccc(C(=O)Nc2cccc(C(F)(F)F)c2)cc1NC(=O)c1nccn1C	3	93	84	16	123	98	0	95
O=C(CCCOc1ccccc1)N1CCN(c2ccc(F)cc2)CC1	4	91	87	6	99	93	7	83
